Growth percent in the NCI-60 one-dose screen (48 h, 10 µM unless noted): 100 = growth as untreated, 0 = no growth, -100 = all killed.
CAKI-1: CAKI-1 renal cancer. actives 4.7% (n = 75,000)
NCI-H23: NCI-H23 lung cancer; actives 4% (n = 80,000)
A498: A498 renal cancer cells; actives 5.4% (n = 76,000)
NCI-H226: NCI-H226 lung cancer. actives 3.5% (n = 79,000)
NCI-H460: NCI-H460 lung cancer. actives 6.8% (n = 82,000)
RXF 393: RXF 393 renal cancer cells; actives 6.9% (n = 77,000)
NCI/ADR-RES: NCI/ADR-RES ovarian cells | actives 4.4% (n = 81,000) | AID 1794790
ACHN: ACHN renal cancer. actives 4.9% (n = 81,000)
NCI-H522: NCI-H522 lung cancer; actives 8% (n = 78,000); AID 1794739
The depositor's hits bear a star; · = not tested or not shown; & = joins results of further samples; [ ] = dose if it differs, or a comment. Rule for the calls: active = growth percent below 10; inactive = the rest.

Start of the listing, in advance, five compounds:
Molecule	CAKI-1	NCI-H23	A498	NCI-H226	NCI-H460	RXF 393	NCI/ADR-RES	ACHN	NCI-H522
CN1C(=O)C2(Nc3cc(Cl)ccc3S2)c2cc(F)ccc21 (stereo not given)	80.3	90.0	91.6	82.4	95.9	106.5	98.4	100.1	102.1
NC(N)=N/N=C(/C[n+]1ccccc1)c1ccc(Cl)cc1	101.2	98.0	74.5	107.2	106.7	108.7	116.3	103.9	95.2
COc1ccc2c(ccc[n+]2[O-])c1	114.6	102.5	129.0	103.7	113.8	110.9	109.5	105.0	94.7
COc1ccc(S(=O)(=O)NCCNc2cc(-c3cn(C(C)(C)C)nc3-c3ccccc3)ccn2)cc1	96.0	90.5	57.6	97.6	101.2	90.6	100.6	104.9	88.7
O=C1CC2c3cc(-c4cc5ccccc5o4)ccc3CCN2C(=O)N1c1ccccc1 (stereo not given)	80.8	·	82.0	93.5	87.6	114.3	81.4	99.6	69.9

The list itself, repeating the preview:
Molecule	CAKI-1	NCI-H23	A498	NCI-H226	NCI-H460	RXF 393	NCI/ADR-RES	ACHN	NCI-H522
CN1C(=O)C2(Nc3cc(Cl)ccc3S2)c2cc(F)ccc21 (stereo not given)	80.3	90.0	91.6	82.4	95.9	106.5	98.4	100.1	102.1
NC(N)=N/N=C(/C[n+]1ccccc1)c1ccc(Cl)cc1	101.2	98.0	74.5	107.2	106.7	108.7	116.3	103.9	95.2
COc1ccc2c(ccc[n+]2[O-])c1	114.6	102.5	129.0	103.7	113.8	110.9	109.5	105.0	94.7
COc1ccc(S(=O)(=O)NCCNc2cc(-c3cn(C(C)(C)C)nc3-c3ccccc3)ccn2)cc1	96.0	90.5	57.6	97.6	101.2	90.6	100.6	104.9	88.7
O=C1CC2c3cc(-c4cc5ccccc5o4)ccc3CCN2C(=O)N1c1ccccc1 (stereo not given)	80.8	·	82.0	93.5	87.6	114.3	81.4	99.6	69.9
CSc1nc(N)nc(N)n1	98.6	101.0	103.9	100.9	103.1	105.6	108.7	105.9	92.8
Cc1ccc(Nc2nc(N)nc3c2CCc2occc2-3)cc1C	·	86.6	51.2	86.2	93.5	82.9	83.0	98.3	69.3
C/C(=C(/C)C1CC1CCN(C(=O)c1ccc([N+](=O)[O-])cc1)S(=O)(=O)c1ccc(C)cc1)c1ccc(-c2ccccc2)cc1 (stereo not given)	75.2	87.4	97.9	84.4	100.5	·	100.8	89.4	76.9
N#Cc1cnc(Nc2nc3ccccc3s2)nc1N	64.7	94.3	125.3	98.3	101.8	104.6	109.9	102.5	96.3
COc1ccc(-c2c(C(N)=O)nnn2-c2cc(OC)c(OC)c(OC)c2)cc1	94.0	111.1	102.3	103.1	109.3	108.5	108.3	·	87.5
O=C1/C(=C/c2ccccn2)SC(=S)N1N1CCOCC1	92.6	96.7	101.6	95.1	104.0	92.5	104.3	99.5	86.8
CC(N)COc1ccccc1 (stereo not given)	112.8	96.6&104.0	78.3&111.5	91.2&99.2	107.2&108.4	104.8&107.5	100.6&114.4	108.6	82.9&94.6
Cc1nc2sc(C(=O)Nc3ccc(Br)cc3)c(N)c2cc1C(=O)c1ccccc1	83.9	95.1	77.6	92.0	97.0	92.2	94.1	99.1	91.5
CCCCN(CCCC)CCCOc1ccccc1Cc1ccccc1	58.0	49.1	59.9	39.7	47.5	64.3	66.1	72.0	61.0
CC(=O)Nc1ccc(-n2c(C)nc3c(cnn3-c3ccccc3)c2=O)cc1	68.9	68.3	83.9	66.6	87.0	107.4	86.1	70.2	75.0
Nc1ccc(OCCCc2c(N)nc(N)nc2N)cc1	75.2	82.4	81.7	99.2	105.5	73.3	101.8	102.0	89.9
COc1ccc(Nc2nn3c(-c4ccccc4)cc(-c4ccccc4)nc3c2C(=O)Nc2ccccc2)c(OC)c1	89.0	101.5	112.7	97.1	102.2	87.5	108.3	85.4	93.7
C=C(C)[C@@H]1CC[C@]2(C(=O)NCc3ccc(OCc4cn(-c5ccc(Cl)cc5Cl)nn4)c(OC)c3)CC[C@]3(C)C(CCC4[C@@]5(C)CCC(OC(C)=O)C(C)(C)C5CC[C@]43C)C12 (stereo not given in full)	81.5	109.5	133.2	103.8	106.3	114.4	118.8	103.2	89.6
CCOC(=O)c1[nH]c(C)c(I)c1C	105.0	99.9	91.2	95.6	108.0	97.9	108.7	109.0	83.1
O=S(=O)(O)c1nc2ncncc2[nH]1	96.7	101.7	86.1	101.3	105.7	109.6	105.3	99.5	84.3
O=C(CSc1n[nH]c(-c2ccncc2)n1)c1ccc(Br)cc1	86.5	100.0	60.3	101.4	108.8	102.5	101.8	102.1	90.5
Cc1ccc(/C=C(/C#N)C(N)=O)cc1	97.3	95.1	134.3	97.6	101.3	105.6	104.3	109.4	91.0
OC(c1ccccc1)c1cnccc1NC1CCCCC1 (stereo not given)	79.5	91.4	74.4	85.6	96.6	99.8	98.7	102.3	87.9
Cl.Fc1c[c-]c(-c2ccccn2)c(F)c1.[Pt].c1ccc([PH+](c2ccccc2)c2ccccc2[PH+](c2ccccc2)c2ccccc2)cc1	-90.5*	-84.6*	·	-70.0*	-73.2*	-86.8*	-35.5*	-100.0*	-63.0*
O[C@@H]1Cc2cc(Br)c3ccccc3c2N[C@H](c2cccs2)C1	79.8	61.8	82.3	71.8	54.4	67.2	73.6	81.8	57.9
NC(=O)NC(=O)/C=C\C(=O)O	96.0	93.4	101.5	101.0	110.9	115.2	96.8	109.2	103.4
CN(C)CC(=O)Nc1cc(Cl)ccc1Oc1ccc(Cl)cc1	91.8	98.2	58.5	83.9	105.9	104.3	100.0	102.2	81.4
N#CNC(=S)S	100.3	99.2	101.0	100.1	101.9	101.7	110.6	118.8	96.4
Cc1ccccc1Cc1cnc(Nc2ccccn2)s1	75.9	88.7	88.9	89.9	93.4	110.5	77.9	97.7	81.3
COc1cc(/C=N\NC(=O)CSc2nc3ccccc3c(=O)n2-c2cc(C)ccc2Cl)cc(OC)c1OC	68.4	88.3	88.7	73.6	82.6	78.1	84.6	87.7	66.0
CCOC(=O)CN1C(=O)c2ccccc2C1=O	96.2	105.4	132.8	103.7	120.1	84.0	111.0	96.3	94.9
CN(C)c1ccc(C2CC(c3ccccc3)=NN2Cn2nnc3ccccc32)cc1 (stereo not given)	76.2	99.5	92.2	98.3	100.7	94.1	102.5	103.7	96.9
Cc1n[nH]c(C)c1N=Nc1ccc(-c2cc(-c3ccc(N=Nc4c(C)n[nH]c4C)cc3)cc(-c3ccc(N=Nc4c(C)n[nH]c4C)cc3)c2)cc1	91.2	90.9	90.0	95.7	109.2	107.8	102.6	104.8	94.3
CC1=C(C)C(=O)C(N2CCC(C(N)=O)CC2)=CC1=O	106.1	91.5	135.8	87.4	118.0	121.7	92.5	97.3	88.2
COc1cc(C2SCC(=O)N2n2cnnc2)cc(OC)c1OC (stereo not given)	87.6	96.9	100.1	95.6	104.7	111.4	104.6	106.8	87.4
CCOC(=O)c1cc2c(n1Cc1cc(OC)cc(OC)c1)-c1nc(NC(C)=O)sc1CCC2	77.6	75.2	67.2	77.4	93.0	81.2	81.2	84.9	65.0
CC1=CC(=O)OC(C)(C)O1	105.1	105.3	34.6	94.4	100.9	112.9	107.8	109.3	99.6
O=S(=O)(OCCN(CCOS(=O)(=O)c1ccccc1)S(=O)(=O)c1ccccc1)c1ccccc1	·	94.7	105.5	89.2	98.4	90.2	99.1	93.5	74.3
CCC(=O)c1cc(O)ccc1O	93.6	108.2	100.0	107.2	107.2	102.0	102.9	101.2	85.9
Cc1cc2nc3c4cc(Br)ccc4n(CCN(C(C)C)C(C)C)c3nc2cc1C	59.5	80.6	·	70.7	92.9	76.5	73.6	56.4	77.6
Nc1nc2[nH]cc(CCc3ccc(C(=O)N[C@@H](CC(=O)O)c4nn[nH]n4)cc3)c2c(=O)[nH]1	99.4	101.6	110.7	100.2	100.7	110.9	101.2	106.5	93.9
CCOc1ccc(NC(=O)c2ccoc2COc2ccccc2)cc1	95.7	102.7	108.4	111.5	112.4	106.3	102.3	105.9	93.9
Cc1ccc(NC(=O)Cn2c(-c3nonc3NC(=O)c3ccc(F)cc3)nc3ccccc32)cc1F	89.2	91.8	88.3	83.5	63.2	46.2	88.8	44.8	66.7
CCOC(=O)C1=C(C)N2C(=NC3=C(CCC/C3=C\c3ccc(OC)cc3)C2c2ccc(OC)cc2)S1 (stereo not given)	82.2	88.8	64.1	92.5	102.5	104.9	89.6	109.5	83.6
CCCCC1(C)NC(=O)NC1=O (stereo not given)	99.1	99.3	95.3	105.9	105.6	119.4	99.5	105.5	108.0
CCOC(=O)C1C(=O)C=C(c2cnccn2)CC1c1ccc(OC)c(OC)c1 (stereo not given)	·	95.6	119.3	96.1	113.5	113.7	98.2	·	73.3
N[C@@H]1CCC[C@H]1NCCCCN1C(=O)c2cccc3cccc(c23)C1=O	81.3	80.4	34.8	91.9	59.8	72.8	82.4	52.9	65.8
Cc1ccc(S(=O)(=O)Nc2ccccc2N=Cc2ccc([N+](=O)[O-])cc2[N+](=O)[O-])cc1	88.2	84.2	95.0	105.4	97.2	107.5	90.1	70.9	76.5
COc1ccc(C2=NN3C(C2)c2ccccc2OC3c2ccc(/C=C3\SC(=S)N(C)C3=O)cc2)cc1 (stereo not given)	71.9	92.5	112.0	93.0	98.5	118.5	100.6	99.0	84.6
COC1OC(C(COC(C)=O)OC(C)=O)C(OC(C)=O)C(OC(C)=O)C1OC(C)=O (stereo not given)	96.2	111.5	125.2	99.4	112.0	115.4	105.0	95.3	103.3

(next part)
Second line of a record – CAKI-1 | NCI-H23 | A498 | NCI-H226 | NCI-H460 | RXF 393 | NCI/ADR-RES | ACHN | NCI-H522
C=CCn1cc(-c2nc3ccccc3s2)c2cc(-c3ccc4c5c(cccc35)C(=O)N(CCN3CCNCC3)C4=O)ccc21
 : 74.0 | 86.3 | 98.9 | 63.9 | 89.0 | 93.2 | 83.1 | 67.4 | 92.4
COc1ccc(-c2nnc(SCC(=O)Nc3ccc(C(=O)/C=C/c4ccc(Cl)cc4)cc3)n2-c2ccccc2)cc1OC
 : · | 90.4[100 µM] | 81.7[100 µM] | 94.8[100 µM] | 101.9[100 µM] | 98.8[100 µM] | 103.2[100 µM] | 65.5[100 µM] | ·
CC(C)C(=O)Oc1ccc(/C=C/c2cc(OC(=O)C(C)C)cc(OC(=O)C(C)C)c2)cc1
 : · | 82.1 | 104.3 | 104.8 | 97.2 | 78.7 | 68.5 | 39.6 | 78.0
COc1cc(-c2c[nH]cc2-c2ccccc2)c(OC)c2c1OCO2
 : 65.9 | 98.5 | 76.0 | 84.0 | 102.4 | 96.8 | 97.4 | 94.6 | 77.3
COc1cc(Cn2c(SCCN3CCOCC3)nc3ccccc3c2=O)cc(OC)c1OC
 : 94.5 | 100.0 | 111.1 | 93.7 | 106.9 | 105.2 | 93.9 | 92.7 | 78.3
COc1cccc(NCc2nnc(Nc3ccc(Cl)cc3)c3ccccc23)c1
 : 9.0* | 2.0* | -26.8* | -22.9* | 0.1* | -11.6* | -5.4* | -5.4* | -43.8*
CCn1c(-c2ccc3nc(-c4ccc(Cl)cc4)[nH]c3c2)n[nH]c1=S
 : 92.2 | 95.5 | 43.1 | 98.0 | 103.4 | 86.1 | 106.9 | 100.4 | 98.2
O/N=C/c1cccc(Cl)c1
 : 102.2 | 111.5 | 128.6 | 107.9 | 105.4 | 115.5 | 107.2 | 104.8 | ·
CC1(O)c2ccccc2N2C(=O)NC(=O)C23OC1C(O)C3O (stereo not given)
 : · | 98.9 | 102.9 | 110.6 | 107.6 | 113.9 | 99.8 | 109.6 | 94.3
C/C(=N/Nc1nc2ccccc2n1C)c1ccccn1
 : · | 6.6* | -29.8* | -12.1* | -23.3* | -12.5* | -7.5* | 10.3 | -4.8*
C[N+](C)(C)c1ncnc2[n-]cnc12
 : 58.8 | 57.8 | 81.5 | 90.4 | 100.1 | 97.0 | 41.5 | 95.3 | 68.9
Nc1nc(CSCC(=O)N2CCCCC2)nc(Nc2ccccc2F)n1
 : 94.3 | 104.4 | 104.7 | 98.1 | 102.0 | 113.7 | 102.0 | 100.5 | 96.7
CSc1ccc(C(=O)C[n+]2ccccc2C)cc1
 : 99.6 | 102.1 | 86.3 | 94.3 | 106.6 | 106.6 | 102.1 | 111.4 | 92.6
Cc1ccc(OCc2cn(CC(=O)Nc3nc4ccccc4s3)nn2)cc1
 : 89.2 | 99.9 | 113.9 | 98.9 | 101.2 | 114.0 | 102.6 | 103.6 | 97.8
COc1ccc(C2OC3=C(Nc4ccc(Cl)cc4N3)C2=O)cc1 (stereo not given)
 : 69.4 | 75.8 | 119.4 | 68.0 | 103.3 | 100.0 | 79.8 | 87.7 | 92.9
CN(C)c1ccc(C(C#N)(c2ccccc2)c2ccc(N(C)C)cc2)cc1
 : 79.4 | 54.2 | · | 72.3 | 50.8 | 75.3 | 73.8 | 49.3 | 82.2
CCCCCCCCOC(=O)COc1ccc(Cl)cc1Cl
 : 95.6 | 102.2 | 84.1 | 107.7 | 102.9 | 116.1 | 102.0 | 98.6 | 96.8
O=C(CSc1nnc2n1S(=O)(=O)c1ccccc1N2c1ccccc1)Nc1nc2ccc([N+](=O)[O-])cc2s1
 : 101.0 | 87.9 | 100.5 | 95.1 | 98.8 | 75.5 | 92.2 | 84.7 | 91.9
